Source: PubChem BioAssay (Johns Hopkins Ion Channel Center)
TRPC6 act – activates the mouse TRPC6 cation channel. Q61143. HEK293-TRPC6 membrane potential dye fluorescence; stronger effect = higher value. B-score at 10 µM. 310,000 tested, 0.13% active;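 active = B-score of the integrated fluorescence ratio above library mean plus 3 SD, and starting fluorescence ratio within library mean plus 5 SD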;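 also: higher score means more depolarization so channel activation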
Target sequence (Q61143 whole entry, looked up): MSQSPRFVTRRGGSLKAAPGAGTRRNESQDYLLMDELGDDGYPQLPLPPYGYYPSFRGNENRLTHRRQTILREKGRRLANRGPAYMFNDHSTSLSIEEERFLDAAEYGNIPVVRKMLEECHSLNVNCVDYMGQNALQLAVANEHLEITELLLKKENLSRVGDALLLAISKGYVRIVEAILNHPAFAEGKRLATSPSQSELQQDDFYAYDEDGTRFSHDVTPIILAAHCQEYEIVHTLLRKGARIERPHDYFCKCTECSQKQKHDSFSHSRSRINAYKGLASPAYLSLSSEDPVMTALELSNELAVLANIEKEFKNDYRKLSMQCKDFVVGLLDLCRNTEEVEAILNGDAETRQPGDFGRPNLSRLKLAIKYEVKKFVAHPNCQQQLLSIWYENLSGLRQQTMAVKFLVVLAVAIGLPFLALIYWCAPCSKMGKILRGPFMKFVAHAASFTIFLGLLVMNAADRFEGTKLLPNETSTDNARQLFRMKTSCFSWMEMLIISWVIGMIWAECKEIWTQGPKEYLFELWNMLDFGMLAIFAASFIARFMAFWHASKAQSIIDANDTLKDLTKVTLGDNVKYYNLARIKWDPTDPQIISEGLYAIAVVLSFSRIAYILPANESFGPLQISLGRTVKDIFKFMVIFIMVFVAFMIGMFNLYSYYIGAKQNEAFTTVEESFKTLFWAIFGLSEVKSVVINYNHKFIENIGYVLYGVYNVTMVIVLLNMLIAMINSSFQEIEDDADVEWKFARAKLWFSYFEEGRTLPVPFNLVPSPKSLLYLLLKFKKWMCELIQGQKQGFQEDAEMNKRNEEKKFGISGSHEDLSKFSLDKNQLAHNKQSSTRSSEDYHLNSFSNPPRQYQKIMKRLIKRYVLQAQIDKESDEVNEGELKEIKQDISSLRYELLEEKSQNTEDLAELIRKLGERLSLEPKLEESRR
MrgX1 agonist – activates human MrgX1 receptor signaling; Q96LB2; MrgX1-HEK293 cells, Fluo-4 calcium fluorescence, agonist mode; stronger effect = higher value; B-score at 10 µM; 310,000 tested, 0.44% active;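 active = calcium response B-score plate-corrected fluorescence ratio at least 3 library SD, with starting fluorescence B-score inside 5 SD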
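Material – MrgX1-expressing HEK293 cells · Input – 15,000 cells seeded per well · Dosing – compound as first of three additions · Times – overnight seeding, then 1 h dark dye loading · Measured by – kinetic Fluo-4 NW fluorescence of intracellular calcium · Read-out – B-scored fluorescence response ratio · Benchmarks – positive and negative control wells on each plate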
TRPC6 inh – inhibitors of mouse TRPC6 channel | 310,000 tested, 1.1% active | B-score at 10 µM | HEK293-TRPC6, membrane potential dye, ACh-evoked depolarization; stronger effect = lower value;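 active = B-score under library mean minus 3 SD, initial fluorescence not abnormally high, positive integrated signal ratio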;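 also: B-score derived from integrated fluorescence ratio over the kinetic read; more negative B-score means stronger inhibition of depolarization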
RGS4 inh – human RGS4 inhibition. HEK293 M3R/RGS4 inducible, Fluo-4 calcium flux; stronger effect = higher value; triggered by carbachol at its EC20. B-score at 10 µM. 310,000 tested, 0.45% active;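 active = B-score, a plate-corrected calcium signal, over three deviations above library mean, with baseline fluorescence within five deviations of library mean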;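 also: RGS4 expression induced by doxycycline in cells with stable M3 receptor; B-score is computed from the integrated fluorescence ratio over baseline after carbachol; higher B-score means a larger calcium signal and so more RGS4 inhibition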
TMEM16A act – activates or potentiates the mouse TMEM16A chloride channel; HEK293 TMEM16A/YFP-H148Q/I152L, iodide quench fluorescence; stronger effect = lower value; B-score at 10 µM; 340,000 tested, 0.3% active; AID 623877;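 active = fluorescence-ratio B-score plate-corrected deviation score at least 3 library SD below zero, with starting fluorescence score within 5 deviations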;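 also: channel opened by trigger with iodide after compound preincubation; score built on the fluorescence ratio of max minus min over baseline; more negative score means more quench and so TMEM16A activation or potentiation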
MrgX1 antagonist – human MrgX1 receptor antagonism, primary screen. Q96LB2. AID 588676. MRGX1-HEK293 calcium flux, Fluo-4, BAM8-22 antagonism; stronger effect = lower value. 310,000 tested, 1.3% active. B-score at 10 µM;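 active = calcium-response B-score plate-corrected more than 3 library SD below zero, starting fluorescence within 5 deviations, no agonist response on first addition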;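 also: peak minus trough fluorescence over baseline after final BAM8-22 challenge near maximal dose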
MrgX1 allo act – allosterically activates human MrgX1 receptor signaling | MrgX1-HEK293, Fluo-4 calcium flux, FDSS; stronger effect = higher value | 310,000 tested, 0.63% active | Q96LB2 | B-score at 10 µM;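 active = plate-corrected calcium response at least 3 library SD above typical, normal starting fluorescence, not activating the receptor alone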;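 also: compound read alongside a low EC10 to EC30 dose of BAM8-22 agonist; peak minus trough fluorescence over baseline measured at the second addition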
TRPC4 block – inhibitors of mouse TRPC4 channel. B-score at 10 µM. Q9QUQ5. HEK293 TRPC4beta/mu-opioid, DAMGO-evoked Fluo4 calcium flux; stronger effect = lower value. 300,000 tested, 0.39% active. AID 2247;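 active = B-score over 3 SD under the library average, no early fluorescence shift, positive overall ratio signal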
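test system = HEK293 cells with stable TRPC4beta plus mu-opioid receptor expression | detection = Fluo4 Ca2+ flux fluorescence | read-out = integrated fluorescence ratio relative to baseline, converted to per-well B score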
ANO1 block – mouse TMEM16A channel inhibition, primary screen; Q8BHY3; HEK293 TMEM16A/YFP iodide influx fluorescence, ionomycin; normalized B-score (activity score, 25-100; higher = stronger inhibition) at 10 µM; 310,000 tested, 1.2% active; AID 588511;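 active = ratio plate-corrected score three or more library SD toward inhibition, starting fluorescence score within five deviations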;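 also: score derived from kinetic fluorescence span divided by baseline fluorescence per well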
TRPC4 agonist – activators of mouse TRPC4 channel. HEK293 TRPC4beta/mu-opioid, Fluo4 calcium fluorescence; stronger effect = higher value. AID 2237. B-score at 10 µM. Q9QUQ5. 310,000 tested, 0.49% active;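 active = B-score above 5 SD of library B-scores, and initial fluorescence ratio not above library mean plus 5 SD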;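 also: positive B-score marks a calcium rise read as TRPC4 activation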
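Assay system – TRPC4beta and mu-opioid receptor HEK293 stable cells · Measured by – Fluo4 fluorescence, kinetic · Schedule – dye loading 45 min room temperature, 110 s kinetic read · Read-out – B-scored integrated calcium fluorescence ratio · Controls – buffer and maximal DAMGO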
TRPC4 PAM – TRPC4 (mouse) allosteric potentiation | Q9QUQ5 | HEK293 TRPC4beta/mu-opioid, DAMGO EC20, Fluo-4 Ca2+ flux; stronger effect = higher value | B-score at 10 µM | 310,000 tested, 0.42% active;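 active = B-score of calcium response area above 5 SD of library B-scores, with initial fluorescence ratio within 5 SD of library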;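 also: B-score of integrated fluorescence ratio over time as area under calcium response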
The depositor's hits bear a star; i = inactive; x = no result given.

smiles,TRPC6 act,MrgX1 agonist,TRPC6 inh,RGS4 inh,TMEM16A act,MrgX1 antagonist,MrgX1 allo act,TRPC4 block,ANO1 block,TRPC4 agonist,TRPC4 PAM
CCOC(=O)C1CCCN(C(=O)CCc2ccccc2)C1 (configuration not stated),i,i,i,i,i,-6.1*,i,i,i,i,i
O=C(COC(=O)c1cncc(Br)c1)NCc1ccc(Cl)cc1,i,i,i,i,i,i,i,i,i,i,i
S=C(Nc1ccc(Br)cc1Cl)N1CCCC1,i,i,i,i,i,i,i,i,i,i,i
O=C(NCC1COCCO1)c1cc(COc2c(F)cccc2F)on1 (configuration not stated),i,i,i,i,i,i,i,i,i,i,i
Cc1ccc2cc(CN(Cc3cccs3)Cc3nnnn3CC3CCCO3)c(=O)[nH]c2c1C (configuration not stated),i,x,i,i,i,x,x,i,x,i,i
COc1cccc(N(Cc2nnc3n2CCCCC3)C(=O)Nc2ccccc2)c1,i,i,i,i,i,i,i,i,i,i,i
O=C(Cc1coc(-c2ccc(F)cc2)n1)N1CCOCC1,i,i,i,i,i,i,i,i,i,i,i
O=C(Nc1cccc(Cl)c1)C1C2C=CC3(O2)C1C(=O)N(CCCN1CCCCC1)C3C(=O)NC1CCCCC1 (configuration not stated),i,i,i,i,i,i,i,i,i,i,i
CCOC(=O)C1CCN(C(=O)c2ccc(OCC)c(OCC)c2)CC1,i,i,i,i,i,i,i,i,i,i,i
COc1ccc(-c2cc(-c3n[nH]c(=S)n3-c3cccc4ccccc34)[nH]n2)cc1,i,i,i,i,i,i,i,i,i,i,i
COc1cc(Nc2nc(-c3ccccc3)c3cc(C)ccc3n2)cc(OC)c1OC,i,i,i,i,i,i,i,i,i,i,i
O=C1CCCC2=C1C(c1ccccn1)Nc1ccc(C(=O)c3ccccc3)cc1N2 (configuration not stated),i,i,i,i,i,i,i,i,i,i,i
Cc1ccc(C(=O)NC(=S)Nc2ccc(N3CCN(C(=O)c4ccco4)CC3)cc2)cc1,i,i,i,i,i,i,i,i,i,i,i
CC1c2nc3ccccc3n2C(CC(=O)NC2CC2)C(=O)N1Cc1ccccc1 (configuration not stated),i,i,i,i,i,i,i,i,i,i,i
COc1cccc(-n2c(Cc3cc(=O)[nH]c(=O)[nH]3)nnc2SCC(=O)N2CCCCCC2)c1,x,i,x,x,i,i,i,x,i,x,x
COc1ccc(C2N(c3cc(Cl)ccc3OC)C(=O)C3CCCN32)cc1 (configuration not stated),i,i,i,i,i,i,i,i,i,i,i
CCN1CC=C2C(C#N)=C(N)C(C#N)(C#N)[C@H](c3cccc(OC)c3OC)[C@H]2C1,i,i,i,i,i,i,i,i,i,i,i
O=C(NCC(O)c1ccccc1)c1cccs1 (configuration not stated),i,i,i,i,i,i,i,i,i,i,i
Cc1onc(C(=O)NC(C)c2ccccc2)c1[N+](=O)[O-] (configuration not stated),i,i,i,i,i,i,i,i,i,i,i
COCCN(C(=S)Nc1ccc(Cl)cc1OC)C1CCN(C(C)=O)CC1,i,i,i,i,i,i,i,i,i,i,i
CC1CN(CC(=O)Nc2ccccc2Sc2ccccc2)CC(C)O1 (configuration not stated),i,i,i,i,i,i,i,i,i,i,i
CCn1ncc(C(=O)Nc2ccc(F)cc2)c1C,i,i,i,i,i,i,i,i,i,i,i
CN1C(=O)CC(N2CCN(CC(=O)N3CCCC3)CC2)C1=O (configuration not stated),i,i,i,i,i,i,i,i,i,i,i
C=CCNCCCOc1ccc(Cl)cc1Br,i,i,i,i,i,i,i,i,i,i,16*
CCOc1ccc(NC(=O)Cn2nnc(C(=O)NCc3ccc(OC)cc3)c2N)cc1,i,i,i,i,i,i,i,i,i,i,i
O=C(/C=C/c1cccs1)c1cc(Cl)ccc1OC(=O)N1CCOCC1,i,i,i,i,i,i,i,i,i,i,i
O=C(O)CCC(=O)Nc1ccccc1C(=O)N1CCN(c2ccc(Cl)cc2)CC1,i,i,i,i,i,i,i,i,i,i,i
CC(C)CN(C(=O)c1cc([N+](=O)[O-])cc([N+](=O)[O-])c1)C1CCS(=O)(=O)C1 (configuration not stated),i,i,i,i,i,i,i,i,i,i,i
CCCCN(CCCC)CC1OCc2ccccc2CO1,i,i,i,i,i,i,i,i,i,i,i
CCOP(=O)(NC(c1ccccc1)c1nc2ccccc2[nH]c1=O)OCC (configuration not stated),i,i,i,i,i,i,i,i,i,i,i
C=CCN(c1ccccc1Cl)S(=O)(=O)c1cccc(C(=O)OCC(=O)N(C)C2CCS(=O)(=O)C2)c1 (configuration not stated),i,i,i,i,i,i,i,i,i,i,i
COC(=O)c1cn(CC(=O)NCc2ccco2)c2ccccc12,i,i,i,i,i,i,i,i,i,i,i
CC1(C)CC(=O)c2c(nn(-c3ccccc3)c2-c2ccncc2)C1,i,i,i,i,i,i,i,i,i,i,i
COc1cccc(CNc2ncn[nH]2)c1OCc1ccc(F)cc1,i,i,i,i,i,i,i,i,i,i,i
CC(C)=CCc1c([C@@H]2CCc3ccc(O)cc3O2)cc2c(c1O)OC(C)(C)C=C2,i,i,i,i,x,i,i,i,i,i,i
Cn1c(SCC(=O)N2CCCC2)nc2ccccc21,i,i,i,i,i,i,i,i,i,i,i
COc1ccc(NC(=O)CN(C)C(=O)c2ccc(-c3ccccc3Cl)o2)cc1,i,i,i,i,i,-4.7*,i,i,i,i,i
O=C(CN1CC(c2ccccc2)CC1=O)OCc1ccccc1F (configuration not stated),i,i,i,i,i,i,i,i,i,i,i
COc1ccc(C2=CC(=O)N(Nc3ccccc3)C2=O)cc1,i,i,i,i,x,i,i,i,i,i,i
c1cncc(-c2nnc3n2N=C(c2cccs2)CS3)c1,i,i,i,i,i,-4.7*,i,i,i,i,i
Cc1ccccc1NC(=O)CSc1nc2ccccc2c2nc(CCn3cncc3C)nn12,i,i,i,i,i,i,i,i,i,i,i
O=S(=O)(Cc1ccco1)Cc1nc(-c2ccc(Cl)cc2)cs1,i,i,i,i,i,i,i,i,i,i,i
COc1ccc(NC(=O)c2ocnc2C)cc1OC,i,i,i,i,i,i,i,i,i,i,i
Cc1ccc(OCCOC(=O)CCc2nc3ccccc3c(=O)[nH]2)cc1,i,i,i,i,i,i,i,i,i,i,i
CC1=C(C(=O)Nc2ccc(F)cc2)C(c2cccc(C)c2)n2nc(CCCO)nc2N1 (configuration not stated),i,i,i,i,i,i,i,i,i,i,i
Cc1c(-c2ccccc2)nc(-c2ccccc2)[nH]c1=O,i,i,i,i,i,i,i,i,i,i,i
COc1ccc(C(=O)Nc2ccc(O)cc2C(=O)O)cc1,i,i,i,i,i,i,i,i,i,i,i
O=C(COC(=O)[C@H](Cc1c[nH]c2ccccc12)NC(=O)c1ccc(Cl)cc1)Nc1ccc2c(c1)OCO2,i,i,i,i,i,i,i,i,i,i,i
C[C@@H]1NC(=O)c2cc([N+](=O)[O-])cc(F)c2NCCC[C@@H](C(N)=O)NC(=O)[C@H](CC(N)=O)NC1=O,i,i,i,i,i,i,i,i,i,i,i
CCn1c(C)nc2cc(C(=O)N/N=C(\C)c3ccccc3O)ccc21,i,i,i,i,i,i,i,i,i,i,i
CCN(CC)C(=O)CN(C#N)c1nc(Cl)nc(N(C)C)n1,i,i,i,i,i,i,i,i,i,i,i
C/C(=C\c1ccc(N)cc1)c1nc2ccccc2[nH]1,i,i,i,i,i,i,i,i,i,i,i
CC(Sc1nc2ccccc2c(=O)n1Cc1ccco1)C(=O)c1ccccc1 (configuration not stated),i,i,i,i,i,i,i,i,i,i,i
Cc1ccc2[nH]c(C)c(CCNC(=O)c3cc4cc([N+](=O)[O-])ccc4oc3=O)c2c1,i,i,i,i,i,i,i,i,i,i,i
O=C(c1ccc(CNS(=O)(=O)c2ccccc2)cc1)N1CCN(c2ccccn2)CC1,x,i,x,x,i,i,i,x,i,x,x
Cc1cccc(C)c1N=Cc1c(O)n(-c2nccs2)c(=O)c2ccccc12,i,i,i,i,i,i,i,i,i,i,i
O=C(/C=C/c1ccc(F)cc1)NC(=S)Nc1ccccc1C(=O)NC1CCCCC1,i,i,i,i,i,i,i,i,i,i,i
COC(=O)COc1ccc(NC(=O)C(c2ccccc2)c2ccccc2)cc1,i,i,i,i,i,i,i,i,i,i,i
CCOC(=O)c1sc(Nc2ccc(C)cc2C)nc1C,i,i,i,i,i,i,i,i,i,i,i
CN(C)S(=O)(=O)c1cccc(CNCC2COc3ccccc3O2)c1 (configuration not stated),i,i,i,i,i,i,i,i,i,i,i

The results go on:
smiles,TRPC6 act,MrgX1 agonist,TRPC6 inh,RGS4 inh,TMEM16A act,MrgX1 antagonist,MrgX1 allo act,TRPC4 block,ANO1 block,TRPC4 agonist,TRPC4 PAM
CCCC(=O)Nc1cc(C)c(NC(=O)C23CC4CC(CC(C4)C2)C3)cn1,i,i,i,i,i,i,i,i,i,i,i
COc1cccc2cc(C(=O)N(Cc3cccs3)CC3CCCO3)c(=O)oc12 (configuration not stated),i,i,i,i,i,i,i,i,i,i,i
CC(=O)Nc1ccc(NC(=O)C2CC(=O)N=C(N)S2)cc1 (configuration not stated),i,i,i,i,i,i,i,i,i,i,i
COC(=O)c1ccccc1NC(=O)c1ccc(NC(=O)C2CCCO2)cc1 (configuration not stated),i,i,i,i,i,i,i,i,i,i,i
COc1cc(NS(=O)(=O)c2ccc(NC(=S)NC(=O)c3sc4ccccc4c3Cl)cc2)nc(OC)n1,i,i,i,i,i,i,i,i,i,i,i

Hits appear at their usual frequency (roughly 5.8% active in at least one column).
